Bfl-1 inhibitors = Bfl-1 inhibitors, primary screen, biochemical, fluorescence polarization, FITC-Bid, mouse (AID 432); FITC-Bid BH3 peptide fluorescence polarization displacement; higher % means a stronger effect; 64,000 compounds, 0.02% hits; displacement, % at 20 µM, or IC50 in µM where a hit was titrated; in the data active means a potency from the dose series; inactive means the rest, 99 in 100 with displacement below about 15%; further: strong numbers were not always called active
PMK inhibit = inhibitors of Streptococcus pneumoniae phosphomevalonate kinase. purified PMK, PK/LDH-coupled NADH absorbance 340 nm. inhibition, % at 10 µM. 65,000 compounds, 0.49% hits;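 active means top-ranked compounds by inhibition in the single 10 µM screen, taking a fixed number of the strongest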;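 further: 0% = full reaction with DMSO carrier and 100% = background rate without enzyme reaction; no value below 0 was filed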
LYP phosphatase = LYP phosphatase inhibitors, primary screen, biochemical, DiFMUP fluorescence, recombinant catalytic domain, 10 µM (AID 606); recombinant LYP catalytic domain, DiFMUP fluorescence; higher % means a stronger effect; inhibition, % at 10 µM, or IC50 in µM where a hit was titrated; 52,000 tested, under 10 active;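 active means IC50 under 40 µM in the dose-response test; inactive means IC50 of 40 µM or more, or never dose-tested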
HPDE-C7 viability = cytotoxicity in HPDE-C7 cells, cell-based, fluorescence, HTS (AID 430) | HPDE-C7 pancreatic duct cells viability, fluorescence; higher % means a stronger effect | one-dose cytotoxicity, % at 10 µM; EC50 in µM for titrated hits | 63,000 compounds, 1.8% hits;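 further: cells exposed to compound for 48 hours before viability readout; 0% = vehicle and 100% = reference cytotoxic drug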
Alkaline phosphatase = human TNAP enzyme inhibitors, biochemical, luminescent (AID 518). purified TNAP enzyme, luminescent substrate readout; higher % means a stronger effect. inhibition, % at 20 µM, or IC50 in µM where a hit was titrated. 64,000 compounds, 0.09% hits; in the data active means a potency from the dose series; inactive means the rest, 99 in 100 with inhibition below about 22%;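 further: plate controls were vehicle for no effect and reference inhibitor for full effect; many of its hits are not listed in these tables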
KRASV12 cytotoxicity = viability loss of HPDE-C7K cells – cell-based, fluorescence, HTS, primary screen (AID 431); HPDE-C7K KRASV12 cells, Alamar Blue viability, 48 h; higher % means a stronger effect; cytotoxicity, % at 10 µM, or EC50 in µM where a hit was titrated; 63,000 compounds, 1.7% hits;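 active means compounds whose percent cytotoxicity in the single-dose primary screen, scaled between solvent and toxic-drug controls, exceeds 50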;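 further: 0% = DMSO solvent wells and 100% = doxorubicin-treated wells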
HT1080 cytotoxicity = HT1080 cell viability loss – fluorescence readout (AID 620); HT1080 viability, fluorescence; higher % means a stronger effect; 87,000 compounds, 0.42% hits; cytotoxicity, % at 10 µM, or EC50 in µM where a hit was titrated;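 further: cells exposed to compound overnight then 4 h with Alamar Blue; 0% = vehicle DMSO and 100% = killing control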
Spn MK inh = S. pneumoniae mevalonate kinase inhibition. purified MK, PK/LDH-coupled NADH absorbance 340 nm. inhibition, % at 10 µM. 65,000 compounds, 0.48% hits;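 active means ranked among the strongest by inhibition in the single 10 µM screen, a fixed top-ranked set picked for dose follow-up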; further: no value below 0 was filed
DPM-DC inhibit = blocks S. pneumoniae diphosphomevalonate decarboxylase | 65,000 compounds, 0.49% hits | calls only at 10 µM | purified DPM-DC, PK/LDH coupled NADH fluorescence;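 active means the 320 compounds with the highest percent inhibition in the single-dose primary screen, excluding strongly autofluorescent ones, cut at about 32% in these data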;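 further: kinetic rate of NADH fluorescence loss reporting ADP formed by the decarboxylase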
PMK inhibit pilot replicates = recorded beside PMK inhibit, whose call it bears; inhibition, %; measured here: pilot screen replicates
Spn MK inh pilot replicates = further read-out of Spn MK inh, marked with its call; inhibition, %; measured here: pilot screen replicates
DPM-DC inhibit pilot screen % = second read-out of DPM-DC inhibit, no call of its own (marks repeat the call); inhibition, %; measured here: pilot screen trials
Starred values were filed as active, the others as inactive. Unless noted, no stated cut-off is given here; in the data, active means cytotoxicity above about 50%; inactive means the rest.

CCOc1ccc(CCNC(=O)C2CCN(c3ccc(N4CCOCC4)nn3)CC2)cc1OCC was read as Bfl-1 inhibitors -2%, PMK inhibit 17, LYP phosphatase 7%, HPDE-C7 viability -25%, Alkaline phosphatase -4%, KRASV12 cytotoxicity -18%, HT1080 cytotoxicity 13% and Spn MK inh 5.
FC(F)Sc1nnc(-c2cccs2)n1-c1ccccc1 was read as Bfl-1 inhibitors -6%, PMK inhibit 10, LYP phosphatase 12%, HPDE-C7 viability -18%, Alkaline phosphatase 14%, KRASV12 cytotoxicity -6%, HT1080 cytotoxicity 6%, Spn MK inh 8, DPM-DC inhibit inactive, PMK inhibit pilot replicates 0.0, Spn MK inh pilot replicates 0.0 and DPM-DC inhibit pilot screen % 3.5.
Cc1ccc(C)c(-n2c(SCC(=O)NCC3CCCO3)nnc2-c2ccoc2C)c1 (stereo not drawn) was read as Bfl-1 inhibitors -6%, PMK inhibit 11, LYP phosphatase -6%, HPDE-C7 viability -9%, Alkaline phosphatase 3%, KRASV12 cytotoxicity -8%, HT1080 cytotoxicity 19%, Spn MK inh 11 and DPM-DC inhibit inactive.
Screening CCOc1ccccc1N1CC(C(=O)Nc2nccs2)CC1=O (stereo not drawn) returned Bfl-1 inhibitors -1%, PMK inhibit 4, LYP phosphatase -2%, HPDE-C7 viability -10%, Alkaline phosphatase 17%, KRASV12 cytotoxicity 4%, HT1080 cytotoxicity 0%, Spn MK inh 4 and DPM-DC inhibit inactive.
Screening CCOc1cc(C)c(Cl)cc1S(=O)(=O)NCC1CCCO1 (stereo not drawn) returned Bfl-1 inhibitors -5%, PMK inhibit 0, LYP phosphatase 4%, HPDE-C7 viability -12%, Alkaline phosphatase -4%, KRASV12 cytotoxicity -8%, HT1080 cytotoxicity 6%, Spn MK inh 8 and DPM-DC inhibit inactive.
Cc1nc2sc(C(c3ccco3)N3CCN(C(c4ccccc4)c4ccccc4)CC3)c(O)n2n1 (stereo not drawn) was read as Bfl-1 inhibitors 3%, PMK inhibit 10, LYP phosphatase 12%, HPDE-C7 viability 1%, Alkaline phosphatase 0%, KRASV12 cytotoxicity 8%, HT1080 cytotoxicity -2%, Spn MK inh 6 and DPM-DC inhibit inactive.
For O=C(Nc1ccc2c(c1)OCCO2)c1ccc2nccnc2c1 the results were Bfl-1 inhibitors -1%, PMK inhibit 12, LYP phosphatase 7%, HPDE-C7 viability -6%, Alkaline phosphatase 5%, KRASV12 cytotoxicity -1%, HT1080 cytotoxicity 29%, Spn MK inh 7 and DPM-DC inhibit inactive.
`Nn1cc(-c2ccccc2)nc1SCC(=O)N1CCN(S(=O)(=O)c2ccccc2)CC1` gave Bfl-1 inhibitors 4%, PMK inhibit 15, LYP phosphatase 9%, HPDE-C7 viability -6%, Alkaline phosphatase 12%, KRASV12 cytotoxicity 2%, HT1080 cytotoxicity -6%, Spn MK inh 0, DPM-DC inhibit inactive, PMK inhibit pilot replicates 2.5, Spn MK inh pilot replicates 0.0 and DPM-DC inhibit pilot screen % 1.5.
For Cn1c(SCc2nc3ccccc3[nH]2)nnc1-c1ccccn1 the results were Bfl-1 inhibitors 2%, PMK inhibit 6, LYP phosphatase 0%, HPDE-C7 viability 6%, Alkaline phosphatase 0%, KRASV12 cytotoxicity -14%, HT1080 cytotoxicity -5%, Spn MK inh 21 and DPM-DC inhibit inactive.
`CN(Cc1ccccc1)Cc1nc2c(c(=O)n(C)c(=O)n2C)n1CCCc1ccccc1` gave PMK inhibit 2, LYP phosphatase -5%, HT1080 cytotoxicity -3%, Spn MK inh 8 and DPM-DC inhibit inactive.
For Cc1ccccc1OCCn1c(=O)oc2ccccc21 the results were Bfl-1 inhibitors 5%, PMK inhibit 1, LYP phosphatase -1%, HPDE-C7 viability -5%, Alkaline phosphatase 13%, KRASV12 cytotoxicity 3%, HT1080 cytotoxicity 6%, Spn MK inh 6, DPM-DC inhibit inactive, PMK inhibit pilot replicates 5.0, Spn MK inh pilot replicates 1.0 and DPM-DC inhibit pilot screen % 2.0.
`O=C(Cn1c(=O)n(Cc2ccco2)c(=O)c2ccccc21)Nc1cccc(Cl)c1` gave Bfl-1 inhibitors -4%, PMK inhibit 4, LYP phosphatase 5%, HPDE-C7 viability 1%, Alkaline phosphatase 14%, KRASV12 cytotoxicity 4%, HT1080 cytotoxicity 1%, Spn MK inh 7 and DPM-DC inhibit inactive.
Screening CC(C)CCN(C(=O)CNC(=O)c1ccco1)C(C(=O)NC1CCCCC1)c1ccco1 (stereo not drawn) returned Bfl-1 inhibitors -9%, PMK inhibit 12, LYP phosphatase 4%, HPDE-C7 viability -5%, Alkaline phosphatase 15%, KRASV12 cytotoxicity -15%, HT1080 cytotoxicity -3%, Spn MK inh 9 and DPM-DC inhibit inactive.
`O=C(Cn1ncc2c(=O)oc3ccccc3c21)NCCCN1CCCC1=O` gave Bfl-1 inhibitors 2%, PMK inhibit 0, LYP phosphatase -1%, HPDE-C7 viability 7%, Alkaline phosphatase 13%, KRASV12 cytotoxicity 9%, HT1080 cytotoxicity 2%, Spn MK inh 7, DPM-DC inhibit inactive, PMK inhibit pilot replicates 0.0, Spn MK inh pilot replicates 2.0 and DPM-DC inhibit pilot screen % 1.5.
`Cc1ccc(C)c(NC(=O)CSc2nnc(Cc3cccn3C)n2-c2ccc(F)cc2)c1` gave Bfl-1 inhibitors -1%, PMK inhibit 0, LYP phosphatase -2%, HPDE-C7 viability -14%, Alkaline phosphatase 2%, KRASV12 cytotoxicity -4%, HT1080 cytotoxicity -12%, Spn MK inh 13 and DPM-DC inhibit inactive.
Screening CCCCN(C)C(=O)C1CCN(CCCc2ccccc2)CC1 returned Bfl-1 inhibitors -7%, PMK inhibit 2, HPDE-C7 viability -10%, Alkaline phosphatase 5%, KRASV12 cytotoxicity -10%, HT1080 cytotoxicity 11%, Spn MK inh 16 and DPM-DC inhibit inactive.
Cc1occc1-c1nnc(SCC(=O)N2CCN(c3ccc(F)cc3)CC2)n1C was read as Bfl-1 inhibitors -2%, PMK inhibit 7, LYP phosphatase 3%, HPDE-C7 viability 4%, Alkaline phosphatase 4%, KRASV12 cytotoxicity 11%, HT1080 cytotoxicity -2%, Spn MK inh 3 and DPM-DC inhibit inactive.
COC(=O)C(O)(NC(=O)NC(C)=O)C(F)(F)F (stereo not drawn) was read as Bfl-1 inhibitors 5%, PMK inhibit 5, HPDE-C7 viability -30%, Alkaline phosphatase -2%, KRASV12 cytotoxicity 0%, HT1080 cytotoxicity 3%, Spn MK inh 0 and DPM-DC inhibit inactive.
For COc1ccc(C)cc1NC(=O)c1nnn(Cc2cccc(F)c2)c1N the results were Bfl-1 inhibitors 2%, PMK inhibit 7, LYP phosphatase -20%, HPDE-C7 viability 18%, Alkaline phosphatase 21%, KRASV12 cytotoxicity 25%, HT1080 cytotoxicity -1%, Spn MK inh 1, DPM-DC inhibit inactive, PMK inhibit pilot replicates 2.0, Spn MK inh pilot replicates 1.0 and DPM-DC inhibit pilot screen % 4.5.
`COCCCNC(=O)c1c(N)n(/N=C/c2cccs2)c2nc3ccccc3nc12` gave Bfl-1 inhibitors 2%, PMK inhibit 6, LYP phosphatase -2%, HPDE-C7 viability 9.8µM*, Alkaline phosphatase 6%, HT1080 cytotoxicity -6% and Spn MK inh 0.
Screening CC1(C)CC(=O)C2=C(C1)NC(=O)CC2c1ccc(F)cc1 (stereo not drawn) returned Bfl-1 inhibitors -6%, PMK inhibit 12, HPDE-C7 viability -2%, Alkaline phosphatase 1%, KRASV12 cytotoxicity -6%, HT1080 cytotoxicity 0%, Spn MK inh 0 and DPM-DC inhibit inactive.
For O=C(CN1C(=O)C2C3C=CC(C3)C2C1=O)NCc1ccc2c(c1)OCO2 (stereo not drawn) the results were Bfl-1 inhibitors 2%, PMK inhibit 11, LYP phosphatase 17%, HPDE-C7 viability 3%, Alkaline phosphatase 11%, KRASV12 cytotoxicity 3%, HT1080 cytotoxicity 2%, Spn MK inh 9, DPM-DC inhibit inactive, PMK inhibit pilot replicates 0.5, Spn MK inh pilot replicates 5.0 and DPM-DC inhibit pilot screen % 3.0.
`COc1ccc(S(=O)(=O)N2CCC(C(N)=O)CC2)c2ccccc12` gave Bfl-1 inhibitors -2%, PMK inhibit 0, LYP phosphatase 5%, HPDE-C7 viability 8%, Alkaline phosphatase 6%, KRASV12 cytotoxicity 7%, HT1080 cytotoxicity -6%, Spn MK inh 3 and DPM-DC inhibit inactive.
For CCOCCCn1c(SCC(=O)Nc2ccc(C(N)=O)cc2)nc2ccccc2c1=O the results were Bfl-1 inhibitors 9%, PMK inhibit 7, HPDE-C7 viability 0%, Alkaline phosphatase 5%, KRASV12 cytotoxicity -9%, HT1080 cytotoxicity -6%, Spn MK inh 0 and DPM-DC inhibit inactive.
CCN(CC)c1ccc(C2C(C(=O)OCCOC)=C(C)NC3=C2C(=O)CCC3)cc1 (stereo not drawn) was read as Bfl-1 inhibitors -1%, PMK inhibit 3, LYP phosphatase 8%, HPDE-C7 viability -3%, Alkaline phosphatase 13%, KRASV12 cytotoxicity 4%, HT1080 cytotoxicity 3%, Spn MK inh 13 and DPM-DC inhibit inactive.
For CCc1ccc(C(=O)N2CCN(c3ccc(F)cc3)CC2)s1 the results were Bfl-1 inhibitors -2%, PMK inhibit 0, LYP phosphatase 8%, HPDE-C7 viability -18%, Alkaline phosphatase 0%, KRASV12 cytotoxicity -16%, HT1080 cytotoxicity -1%, Spn MK inh 10 and DPM-DC inhibit inactive.
Screening O=S(=O)(Nc1ccc2c(c1)OCCO2)c1ccc2oc3ccccc3c2c1 returned Bfl-1 inhibitors -2%, PMK inhibit 0, LYP phosphatase 10%, HPDE-C7 viability 84%*, Alkaline phosphatase 6%, KRASV12 cytotoxicity 73%*, HT1080 cytotoxicity 1%, Spn MK inh 1 and DPM-DC inhibit inactive.
Cc1ccc(S(=O)(=O)C2(C(=O)NCc3ccc4c(c3)OCO4)CC2)cc1 was read as Bfl-1 inhibitors 5%, PMK inhibit 0, LYP phosphatase 9%, HPDE-C7 viability -12%, Alkaline phosphatase 6%, KRASV12 cytotoxicity -7%, HT1080 cytotoxicity -1%, Spn MK inh 14 and DPM-DC inhibit inactive.
`COC(=O)CCC(=O)N1CCc2cc(S(=O)(=O)N3CCc4ccccc43)ccc21` gave Bfl-1 inhibitors -5%, PMK inhibit 6, LYP phosphatase 4%, HPDE-C7 viability -21%, Alkaline phosphatase -2%, KRASV12 cytotoxicity -22%, HT1080 cytotoxicity -2%, Spn MK inh 5 and DPM-DC inhibit inactive.

Screening data (PubChem BioAssay)
